Source: PubChem BioAssay
Mtb FBA inh – inhibitors of M. tuberculosis fructose-bisphosphate aldolase. purified M. tuberculosis FBA, fluorescence read-out. inhibition, % at 1 µM. hit rate 2.3% among 360,000. AID 588726; in the data active = inhibition above about 27%;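 also: 0% = vehicle and 100% = reference inhibitor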
Yp Topo-I inh – Y. pestis Topo-I inhibition via cleavage products. AID 504884. Y. pestis Topo-I cleavage product accumulation, plate reader. activity, % at 10 µM. hit rate 0.064% among 360,000; in the data active = activity above about 50%, passing the limit was not always enough; also: inactives centre near 2
GDH-TPI inh – inhibits GDH-TPI coupling enzymes, artifact for Mtb FBA screen. GDH-TPI coupled enzyme counterscreen, NADH absorbance. inhibition, % at 4.8 µM. hit rate 1.2% among 360,000. AID 588335; in the data active = inhibition above about 30%;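 also: 0% = DMSO wells and 100% = wells lacking the enzyme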
TcdB inh – blocks C. difficile toxin B glycohydrolase activity | hit rate 0.24% among 350,000 | inhibition, % at 9.99 µM | P18177 | AID 652162 | TcdB glycohydrolase enzymatic assay, plate reader; in the data active = inhibition above about 10%
Target sequence (P18177 whole entry, looked up): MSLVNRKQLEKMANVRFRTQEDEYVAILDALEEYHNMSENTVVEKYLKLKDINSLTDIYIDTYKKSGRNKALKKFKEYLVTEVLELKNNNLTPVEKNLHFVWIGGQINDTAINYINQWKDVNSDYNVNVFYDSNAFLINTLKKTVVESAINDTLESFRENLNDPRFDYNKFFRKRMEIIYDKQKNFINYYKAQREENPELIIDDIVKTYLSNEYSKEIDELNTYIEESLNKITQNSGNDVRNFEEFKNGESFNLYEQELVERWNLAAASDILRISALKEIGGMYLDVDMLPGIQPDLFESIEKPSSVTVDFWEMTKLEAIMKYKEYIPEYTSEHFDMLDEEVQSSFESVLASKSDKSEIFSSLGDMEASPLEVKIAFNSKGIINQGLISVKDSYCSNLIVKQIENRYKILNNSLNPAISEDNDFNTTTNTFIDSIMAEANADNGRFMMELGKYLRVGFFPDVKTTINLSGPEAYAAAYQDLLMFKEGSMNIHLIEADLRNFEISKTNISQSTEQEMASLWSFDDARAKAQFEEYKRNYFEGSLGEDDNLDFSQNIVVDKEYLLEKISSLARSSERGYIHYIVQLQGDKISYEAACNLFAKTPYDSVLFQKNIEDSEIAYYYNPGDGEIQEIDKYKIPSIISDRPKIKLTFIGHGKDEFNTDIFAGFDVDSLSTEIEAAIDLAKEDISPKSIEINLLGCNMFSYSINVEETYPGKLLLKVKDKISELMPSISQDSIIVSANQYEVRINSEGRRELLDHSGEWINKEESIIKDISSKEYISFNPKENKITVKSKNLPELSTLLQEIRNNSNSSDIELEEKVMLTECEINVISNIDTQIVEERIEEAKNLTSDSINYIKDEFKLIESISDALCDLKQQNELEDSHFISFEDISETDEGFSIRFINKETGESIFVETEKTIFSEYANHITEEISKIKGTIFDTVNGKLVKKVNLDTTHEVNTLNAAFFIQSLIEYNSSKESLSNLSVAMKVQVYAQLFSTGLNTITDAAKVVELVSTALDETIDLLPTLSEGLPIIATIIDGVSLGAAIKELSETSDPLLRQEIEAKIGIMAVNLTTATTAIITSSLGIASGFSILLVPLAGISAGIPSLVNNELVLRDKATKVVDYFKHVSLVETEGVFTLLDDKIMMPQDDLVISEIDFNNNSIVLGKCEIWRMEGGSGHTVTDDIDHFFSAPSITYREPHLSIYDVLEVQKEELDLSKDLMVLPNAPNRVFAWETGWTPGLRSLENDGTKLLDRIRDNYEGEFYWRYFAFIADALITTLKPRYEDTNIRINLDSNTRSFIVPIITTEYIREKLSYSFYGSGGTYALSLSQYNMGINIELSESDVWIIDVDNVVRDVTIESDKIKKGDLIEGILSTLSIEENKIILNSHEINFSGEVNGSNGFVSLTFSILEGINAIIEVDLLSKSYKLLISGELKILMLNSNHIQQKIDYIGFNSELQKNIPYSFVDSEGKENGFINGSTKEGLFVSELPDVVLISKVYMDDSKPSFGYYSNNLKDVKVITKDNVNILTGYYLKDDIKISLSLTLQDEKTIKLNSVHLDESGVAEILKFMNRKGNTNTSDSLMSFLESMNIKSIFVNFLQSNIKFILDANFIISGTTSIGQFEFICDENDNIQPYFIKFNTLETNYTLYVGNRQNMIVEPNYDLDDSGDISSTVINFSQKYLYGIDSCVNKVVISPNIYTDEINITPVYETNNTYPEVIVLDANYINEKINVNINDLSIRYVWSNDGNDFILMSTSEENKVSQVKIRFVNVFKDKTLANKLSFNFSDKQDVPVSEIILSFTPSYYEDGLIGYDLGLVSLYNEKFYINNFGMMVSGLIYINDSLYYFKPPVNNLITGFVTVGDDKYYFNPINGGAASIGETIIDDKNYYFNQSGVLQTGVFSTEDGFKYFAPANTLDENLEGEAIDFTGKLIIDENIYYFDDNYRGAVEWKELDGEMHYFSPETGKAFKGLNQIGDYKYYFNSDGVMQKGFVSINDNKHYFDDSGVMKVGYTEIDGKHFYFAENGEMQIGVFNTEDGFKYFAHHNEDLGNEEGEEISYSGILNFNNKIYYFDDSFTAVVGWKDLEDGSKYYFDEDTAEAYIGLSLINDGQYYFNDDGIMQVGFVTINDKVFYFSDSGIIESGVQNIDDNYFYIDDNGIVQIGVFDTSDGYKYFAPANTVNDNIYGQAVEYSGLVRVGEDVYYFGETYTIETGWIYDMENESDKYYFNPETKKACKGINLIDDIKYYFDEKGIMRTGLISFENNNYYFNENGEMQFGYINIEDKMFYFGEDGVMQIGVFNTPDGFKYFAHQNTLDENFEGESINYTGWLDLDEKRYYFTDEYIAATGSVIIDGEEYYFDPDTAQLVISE
Mtb BioA inh – inhibitors of Mycobacterium tuberculosis BioA enzyme | purified M. tuberculosis BioA enzyme, plate reader | inhibition, % at 9.99 µM | hit rate 0.096% among 360,000 | AID 602481; in the data active = inhibition above about 40%
FadD28 binding – inhibitors of Mycobacterium tuberculosis FadD28 bisubstrate binding | FadD28 bisubstrate probe binding, fluorescence polarization | inhibition, % at 12.5 µM | hit rate 0.22% among 360,000 | AID 588549; in the data active = inhibition above about 8.5%, passing the limit was not always enough
Vc quorum ag – induces V. cholerae light production without autoinducers. hit rate 0.16% among 350,000. V. cholerae BH1578 lux reporter, luminescence, 6 h. activation, % at 18.7 µM. AID 588436; in the data active = activation mostly above about 9.7%, no sharp cut-off; also: not every result past the cut was called active; inactives centre near 0; reference of the scale not given here
Mtb UGM inh – inhibitors of M. tuberculosis UDP-galactopyranose mutase. P9WIQ1. hit rate 0.06% among 320,000. purified UGM, fluorescence polarization probe displacement. inhibition, % at 10 µM; in the data active = inhibition above about 10%, passing the limit was not always enough
PfHsp40 rescue – restores yeast growth despite PfHsp40 toxicity | hit rate 0.68% among 340,000 | AID 504582 | growth rescue, % at 12.5 µM | S. cerevisiae expressing PfHsp40, growth rescue, ATP luminescence; in the data active = growth rescue above about 28%, passing the limit was not always enough;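 also: yeast W303a lacking pdr1 and pdr3 grown in galactose medium; growth measured after three days at 30 °C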
* = called active by the depositor; i = inactive; . = not tested or not shown.

Preview (four entries):
#	smiles	Mtb FBA inh	Yp Topo-I inh	GDH-TPI inh	TcdB inh	Mtb BioA inh
1	O=C(Nc1ccccc1N1CCOCC1)[C@@H]1O[C@H](CO)[C@H](O)[C@H](O)[C@H]1O	0.1	-6.1	-4.5	0.8	-0.3
2	COC(=O)C1=CN(CC2CCCO2)C=C(C(=O)OC)C1c1cccc(O)c1 (stereo unspecified)	195.5*	4.5	3.1	0.5	.
3	COCC(=O)Nc1ccc2c(c1)OCC(=O)N2Cc1ccccc1F	0.7	2.8	8.1	1.3	0.2
4	CCN(CC)C(=O)CN(c1cccc(C(F)(F)F)c1)S(C)(=O)=O	1.2	5.1	5.7	.	0.6

#	FadD28 binding	Vc quorum ag	Mtb UGM inh	PfHsp40 rescue
1	-4.1	i	.	.
2	-1.9	0.2	0.9	-1.0
3	0.0	0.6	0.1	-0.4
4	1.8	-6.2	-1.0	-0.5

The list itself, from the first entry:
#	smiles	Mtb FBA inh	Yp Topo-I inh	GDH-TPI inh	TcdB inh	Mtb BioA inh
1	O=C(Nc1ccccc1N1CCOCC1)[C@@H]1O[C@H](CO)[C@H](O)[C@H](O)[C@H]1O	0.1	-6.1	-4.5	0.8	-0.3
2	COC(=O)C1=CN(CC2CCCO2)C=C(C(=O)OC)C1c1cccc(O)c1 (stereo unspecified)	195.5*	4.5	3.1	0.5	.
3	COCC(=O)Nc1ccc2c(c1)OCC(=O)N2Cc1ccccc1F	0.7	2.8	8.1	1.3	0.2
4	CCN(CC)C(=O)CN(c1cccc(C(F)(F)F)c1)S(C)(=O)=O	1.2	5.1	5.7	.	0.6
5	CC1(C)Cc2c(sc(/N=C/N3CCCC3)c2C#N)C(C)(C)N1	-1.3	0.6	26.6	.	.
6	CN1CCn2c1nc(N1CCCCC1)nc2=O	0.1	2.3	-12.8	.	.
7	O=C(CSc1nc2nc3c(cc2c(=O)n1-c1ccccc1)CCCC3)Nc1cccc2ccccc12	-3.0	-3.2	-1.1	0.2	1.5
8	COc1ccc(NS(=O)(=O)c2ccc(N/N=C(\C)c3ccncc3)c([N+](=O)[O-])c2)cc1	-5.4	-8.5	13.3	1.8	.
9	CC1CCN(CCCCOc2cccc(Br)c2)CC1	-1.5	2.6	-6.6	.	.
10	OCCN1CCN(c2ncnc3c2ncn3[C@H]2CN(Cc3ccc(-c4ccccc4)cc3)C[C@@H](CO)O2)CC1	1.7	21.5	15.9	1.3	1.7
11	Cc1ccccc1NC(=O)NNC(=O)OC(C)(C)C	0.9	3.1	1.2	0.7	-1.1
12	O=C(NCc1ccc(Cl)cc1)c1ccc(CNc2c(N3CCCC3)c(=O)c2=O)cc1	6.1	15.1	-3.6	0.4	.

#	FadD28 binding	Vc quorum ag	Mtb UGM inh	PfHsp40 rescue
1	-4.1	i	.	.
2	-1.9	0.2	0.9	-1.0
3	0.0	0.6	0.1	-0.4
4	1.8	-6.2	-1.0	-0.5
5	-5.8	-0.4	-1.0	-1.2
6	-2.7	-5.3	-1.2	0.5
7	0.3	1.7	-1.5	1.1
8	-2.6	-0.6	0.6	-1.0
9	-4.2	-0.7	-0.3	0.7
10	-4.0	i	.	.
11	-3.7	i	2.5	-0.1
12	-4.7	i	.	0.7

Results in FadD28 binding, Yp Topo-I inh and Mtb UGM inh, for some of the entries so far:
cpd	SMILES	FadD28 binding	Yp Topo-I inh	Mtb UGM inh
2	COC(=O)C1=CN(CC2CCCO2)C=C(C(=O)OC)C1c1cccc(O)c1 (stereo unspecified)	-1.9	4.5	0.9
3	COCC(=O)Nc1ccc2c(c1)OCC(=O)N2Cc1ccccc1F	0.0	2.8	0.1
4	CCN(CC)C(=O)CN(c1cccc(C(F)(F)F)c1)S(C)(=O)=O	1.8	5.1	-1.0
5	CC1(C)Cc2c(sc(/N=C/N3CCCC3)c2C#N)C(C)(C)N1	-5.8	0.6	-1.0
6	CN1CCn2c1nc(N1CCCCC1)nc2=O	-2.7	2.3	-1.2
7	O=C(CSc1nc2nc3c(cc2c(=O)n1-c1ccccc1)CCCC3)Nc1cccc2ccccc12	0.3	-3.2	-1.5

(continued)
#	smiles	Mtb FBA inh	Yp Topo-I inh	GDH-TPI inh	TcdB inh	Mtb BioA inh
13	COc1ccc(C(=O)N/N=C\c2ccoc2)cc1	3.2	6.6	14.2	1.5	20.7
14	CCCOc1ccc(C2C(C#N)=C(N)Oc3nc[nH]c(=O)c32)cc1OC (stereo unspecified)	1.4	-0.2	2.2	.	-1.7
15	Cc1nnc(OCC(=O)NCCC2=CCCCC2)c2ccccc12	-0.3	-0.7	-2.0	.	0.0
16	COc1ccc2c(CC(=O)OCC(=O)N3CCc4ccccc43)coc2c1	0.1	41.3	-3.7	.	0.0
17	Cn1nc(C(=O)N2CCN(C(c3ccccc3)c3ccccc3)CC2)c2ccccc2c1=O	1.6	31.1	-0.7	-0.1	0.6
18	c1ccc(C[C@H]2CN=C(Nc3ccccc3)N2CC2CCC2)cc1	0.6	-0.1	4.0	-0.2	-3.4
19	COC(=O)C1=C(c2ccc3ccccc3c2)C[C@@H]2CC[C@H]1N2C(=O)NCCNC(C)=O	0.2	2.5	2.5	.	3.3
20	Cc1c(N2C(=O)SC(CC(=O)O)C2=O)c(=O)n(-c2ccccc2)n1C (stereo unspecified)	3.8	3.6	-6.2	.	0.4
21	O=C(CC[C@H]1O[C@@H](n2ccc(=O)[nH]c2=O)[C@H](O)[C@@H]1O)N[C@@H](Cc1ccccc1)C(=O)NCc1ccccc1	1.0	.	.	0.7	1.5
22	CSc1ccc(CN2CCCC(CNC(=O)c3ccc(F)cc3)C2)cc1 (stereo unspecified)	2.8	-8.8	-11.0	2.1	.
23	COc1cc(C(=O)NNC(=O)c2ccoc2C)cc(OC)c1OC	1.5	-2.1	8.6	1.1	.
24	Cc1ccc(OCC(=O)Nc2nc(-c3ccccn3)cs2)c(C)c1	3.0	12.2	4.2	5.7	-1.0

#	FadD28 binding	Vc quorum ag	Mtb UGM inh	PfHsp40 rescue
13	0.5	-1.7	-1.0	-1.1
14	0.1	-0.6	2.9	0.9
15	-3.0	-3.0	-2.5	2.1
16	-2.9	i	1.5	1.2
17	-2.1	i	-0.5	-0.1
18	-1.2	-1.2	-0.1	-1.9
19	-0.3	i	-3.3	-1.8
20	0.6	36.3*	3.0	0.0
21	0.5	.	.	.
22	-2.6	1.6	1.1	0.4
23	-1.7	i	2.8	-0.3
24	-4.0	-5.6	1.0	53.6*

Going on with the list:
#	smiles	Mtb FBA inh	Yp Topo-I inh	GDH-TPI inh	TcdB inh	Mtb BioA inh
25	Cc1cc([N+](=O)[O-])nn1CCCC(=O)N1CCN(c2ccc(F)cc2)CC1	-1.5	-6.2	5.4	.	.
26	Cc1ccc(C(=O)N(C)CCOc2ccccc2)cc1S(=O)(=O)N1CCCCC1	-3.3	7.7	-7.6	1.0	2.4
27	CCCNC(=O)CSc1nnc(C)s1	3.1	8.5	0.7	.	-0.5
28	COCCN(CC(=O)Nc1cccc(C)c1C)C(=O)Cn1c(=O)cnc2ccccc21	2.3	-4.6	4.8	1.5	-2.2
29	O=c1cc(CN2CCN(c3ccccn3)CC2)nc2sccn12	-0.6	3.2	0.7	1.0	.
30	CCCCSc1nc2sc3c(c2c(=O)n1-c1ccccc1)CCN(C)C3	3.9	6.6	21.4	1.4	0.5
31	O=C(Nc1nccs1)C1CC=CCC1C(=O)OCC(F)(F)C(F)F (stereo unspecified)	-0.2	-2.4	-2.9	0.0	0.2
32	O=C(N/N=C/c1ccco1)c1cc(-c2ccncc2)nc2ccccc12	-0.8	-7.8	10.8	2.0	1.7
33	O=C(COC(=O)CCC(=O)c1ccc(Cl)cc1)NCc1ccc(F)cc1	-4.1	22.4	0.0	1.3	-3.2
34	N#Cc1c(NC(=O)CCC(=O)O)sc2c1CCCCC2	-2.8	-8.1	4.9	-0.2	.
35	COc1ccc(CN(C)CC2CCCN(CCc3ccc(Cl)cc3)C2)cc1OC (stereo unspecified)	0.3	17.6	4.3	-0.1	-1.3
36	CC(=O)OCC(=O)[C@@]1(O)CC[C@H]2[C@@H]3C[C@H](C)C4=CC(=O)C=C[C@]4(C)[C@H]3[C@@H](O)C[C@@]21C	-0.8	4.1	7.8	1.2	0.7

#	FadD28 binding	Vc quorum ag	Mtb UGM inh	PfHsp40 rescue
25	-1.7	-3.4	-1.5	0.1
26	-3.7	-0.4	1.7	-0.1
27	-3.2	i	-2.4	-1.3
28	-2.3	i	-3.0	-1.2
29	-1.2	-0.5	-1.9	-0.6
30	-2.0	1.6	0.6	0.1
31	-3.3	i	-3.4	-0.6
32	-5.6	0.9	.	-0.3
33	-2.9	3.3	-1.9	-1.7
34	2.4	-0.3	0.8	-0.3
35	-1.3	-0.7	1.1	-0.9
36	-3.8	-0.4	-2.0	-1.6

The list continues.
#	smiles	Mtb FBA inh	Yp Topo-I inh	GDH-TPI inh	TcdB inh	Mtb BioA inh
37	Cc1ccc(C23CC4CC(CC(C(=O)NC(C(=O)O)C(C)C)(C4)C2)C3)cc1 (stereo unspecified)	1.7	12.3	1.5	-2.6	0.2
38	Cc1cc(C(=O)CSc2nc(N)cc(=O)[nH]2)c(C)n1-c1cccc(F)c1	1.7	5.7	1.5	0.8	.
39	CCc1nc2ccc(C(=O)NCCCN3CCCC3=O)cn2c1N(C)C(=O)c1cccc(OC)c1	-0.5	-8.5	0.4	1.0	-1.7
40	Cc1ccc(-n2ncc3c(=O)n(CC(=O)NCc4ccco4)cnc32)cc1C	2.8	4.5	2.4	0.7	0.0
41	COc1cc(/C=C/C(=O)OCC(=O)N2c3ccccc3NC(=O)C2(C)C)cc(OC)c1OC	7.9	6.0	17.6	-0.1	-4.0
42	O=C(NCCC1=CCCCC1)C(=O)NCC1OCCCN1S(=O)(=O)c1ccc(F)cc1 (stereo unspecified)	2.0	16.8	-2.5	1.0	-0.7
43	Cc1ccc(S(=O)(=O)N(C)C)cc1NC(=O)C(C)OC(=O)CC1CC2CCC1C2 (stereo unspecified)	-0.2	3.7	9.7	0.5	1.5
44	Cc1cc(C)cc(NC(=O)CN2C(=O)NC(C)(c3ccccc3)C2=O)c1 (stereo unspecified)	2.6	-2.0	-9.4	.	5.8
45	O=C1c2ccccc2-n2nnc(-c3ccccc3)c2C2c3ccccc3CCN12 (stereo unspecified)	1.0	.	.	1.0	-2.8
46	Cc1ccc(S(=O)(=O)NNC(=O)C2Cc3c(ccc4ccccc34)O2)cc1 (stereo unspecified)	-2.4	4.1	7.2	.	-0.7
47	Cc1cc(NC(=O)CSc2nnnn2-c2ccc(C)c(Cl)c2)no1	0.1	16.6	-0.4	0.6	-1.4
48	O=C(NCCO)c1scc2c1OCCO2	3.0	13.0	-7.1	.	-1.1
49	O=C(Nc1ccccc1Cl)C1CCCN1C(=O)OCc1ccccc1 (stereo unspecified)	3.6	1.9	4.3	2.0	-2.2

#	FadD28 binding	Vc quorum ag	Mtb UGM inh	PfHsp40 rescue
37	-1.4	i	-1.0	1.4
38	-2.2	i	-0.9	-0.9
39	-2.9	5.0	.	.
40	0.2	-0.3	-0.4	0.2
41	-10.9	i	2.1	0.5
42	-3.1	i	3.0	-1.0
43	-1.5	i	.	.
44	-2.8	i	-1.6	0.5
45	-0.9	.	.	.
46	-2.2	-0.6	1.3	-1.0
47	0.3	0.0	1.8	0.4
48	-1.1	8.3	-2.0	-1.3
49	0.8	i	-1.1	-2.0
